HTT aggregate: qHTS Multiplex Assay to Identify Dual Action Probes in a Cell Model of Huntington: Aggregate Formation (GFP) | Potency, µM (doses to about 46.1 µM), for inactives: at the highest dose activity change, negative = inhibition, hits mostly inhibitors | 1.1% of 220,000 active | PC12 HttQ103-GFP aggregates, Acumen cytometry, 40 h | AID 1688, 2009; also: potency is read from the fitted curve at half-maximal effect; % is scaled to controls: 0 for no effect and ±100 for the full control effect; nearly all actives have a fitted effect of over 60% in size
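PC12 cells stably carrying ecdysone-inducible HTT exon 1 Q103–GFP were induced with tebufenozide (100 nM final) and treated with library compounds in titration. GFP aggregates in lysates were counted by laser scanning cytometry.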
Epigenetic derep: Quantitative High-Throughput Screen for Regulators of Epigenetic Control; murine LDR cells, GFP reporter derepression, 30 h; Potency, µM (titrated, usually from 53.9 µM), for the others: at the highest dose GFP activation, actives largely listed as activators; 0.2% of 280,000 active; AID 1865, 2009; also: potency is read from the fitted curve at half-maximal effect; % of control where 0% means no effect; nearly all actives have a fitted effect of over 60% in size
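In this reporter-derepression format, murine cells bearing a silenced integrated CMV-GFP locus incubate with test compound (30 h, 37 C), then are washed and imaged; fluorescent objects of 20–120 um count as induced cells.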
L3MBTL1 inh: qHTS Assay for the Inhibitors of L3MBTL1; AlphaScreen L3MBTL1–H3K9me1 peptide binding; Potency, µM (series often up to 57.1 µM), without a hit: top-dose activity, negative = inhibition, hits mostly inhibitors; 0.66% of 230,000 active; AID 485360, 2010; also: potency is read from the fitted curve at half-maximal effect; % is scaled to controls: 0 for no effect and ±100 for the full control effect; nearly all actives have a fitted effect of over 60% in size
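First, the protein-peptide complex forms for 30 min at room temperature (L3MBTL1 50 nM, biotinylated H3K9me1 peptide 75 nM). Next, compounds are pin-transferred and incubated 30 min. Finally, AlphaScreen beads are added and read after 30 min.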
NPSR antagonist: qHTS Assay for Antagonists of the Neuropeptide S Receptor: cAMP Signal Transduction. Q6W5P4. CHO-NPSR cells, cAMP TR-FRET, antagonist mode. Potency, µM (series often up to 38.3 µM), for the others: top-dose activity change, negative = inhibition, most hits filed as inhibitors. 1% of 220,000 active. AID 1461, 2008; also: potency is read from the fitted curve at half-maximal effect; % is scaled to controls: 0 for no effect and ±100 for the full control effect; nearly all actives have a fitted effect of over 50% in size; many of its hits are not listed in these tables
Target sequence (Q6W5P4 whole entry, looked up): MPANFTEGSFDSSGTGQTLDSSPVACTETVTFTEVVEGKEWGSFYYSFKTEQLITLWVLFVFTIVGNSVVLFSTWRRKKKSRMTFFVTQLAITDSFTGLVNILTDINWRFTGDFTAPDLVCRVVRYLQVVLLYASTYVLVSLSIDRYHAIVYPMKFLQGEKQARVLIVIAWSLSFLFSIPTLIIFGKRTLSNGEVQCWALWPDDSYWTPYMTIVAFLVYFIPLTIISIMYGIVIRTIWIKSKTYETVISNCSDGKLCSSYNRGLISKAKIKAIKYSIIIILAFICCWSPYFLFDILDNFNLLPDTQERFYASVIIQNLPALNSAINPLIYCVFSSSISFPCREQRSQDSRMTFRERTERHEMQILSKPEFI
IMPase Li inh: qHTS Assay for Identifying the Cell-Membrane Permeable IMPase Inhibitors: Potentiation with Lithium; CHO-M1 cells, IP1 TR-FRET (IP-One), carbachol + lithium; Potency, µM (titrated, usually from 59.4 µM), inactives show at the top dose activity, negative = IMPase inhibition, hits mostly inhibitors; 0.35% of 210,000 active; AID 1457, 2008;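 also: IP1 builds up when IMPase is blocked and the TR-FRET signal falls; potency is read from the fitted curve at half-maximal effect; plate controls were basal vehicle for no effect and high inhibitor control for full effect; nearly all actives have a fitted effect of over 50% in size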
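Lithium-sensitised IP1 accumulation assay; M1-expressing CHO cells treated 30 min at 37C with compound. Competitive antibody detection by time-resolved FRET followed a 10 min room-temperature lysis step.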
CBFb RUNX1 block: qHTS Assay for Compounds Blocking the Interaction Between CBF-beta and RUNX1 for the Treatment of Acute Myeloid Leukemia; AlphaScreen CBFb-His/RUNX1-biotin binding, biochemical; Potency, µM (highest dose often 59.8 µM), for the others: at the highest dose activity, negative = inhibition, most hits filed as inhibitors; 230,000 tested, under 10 active; also: % of control where 0% means no effect
Target sequence (Q01196 whole entry, looked up): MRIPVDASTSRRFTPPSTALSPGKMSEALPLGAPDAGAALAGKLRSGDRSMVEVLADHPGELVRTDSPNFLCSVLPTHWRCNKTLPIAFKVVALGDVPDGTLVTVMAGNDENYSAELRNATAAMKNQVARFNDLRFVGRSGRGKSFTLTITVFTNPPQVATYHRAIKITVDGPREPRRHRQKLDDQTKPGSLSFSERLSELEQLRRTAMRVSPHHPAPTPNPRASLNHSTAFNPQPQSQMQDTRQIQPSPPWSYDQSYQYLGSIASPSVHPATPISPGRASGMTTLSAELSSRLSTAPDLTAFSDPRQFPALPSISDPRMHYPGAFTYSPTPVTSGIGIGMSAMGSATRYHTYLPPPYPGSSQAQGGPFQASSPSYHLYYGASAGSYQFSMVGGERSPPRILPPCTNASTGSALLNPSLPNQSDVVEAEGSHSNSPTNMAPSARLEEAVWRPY
Target sequence (Q13951 whole entry, looked up): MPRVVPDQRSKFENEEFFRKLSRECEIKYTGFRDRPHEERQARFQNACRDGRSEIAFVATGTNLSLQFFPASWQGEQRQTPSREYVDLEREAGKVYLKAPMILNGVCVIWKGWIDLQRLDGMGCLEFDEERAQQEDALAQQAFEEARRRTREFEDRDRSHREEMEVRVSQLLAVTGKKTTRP
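Bead-based AlphaScreen assay; binding partners His-tagged CBF-beta and biotinylated RUNX1 at 30 nM each. Compound exposure 15 min after a 20-min protein preincubation; bead step 90 min; all steps at room temperature.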
KinaseGlo FLuc: Counterscreen for Luciferase (Kinase-Glo TM) Inhibition. Kinase-Glo luciferase, ATP luminescence, 8 min. Potency, µM (doses to about 38.3 µM), without a hit: top-dose activity change, negative = inhibition, hits mostly inhibitors. 0.28% of 200,000 active; also: potency is read from the fitted curve at half-maximal effect; % is scaled to controls: 0 for no effect and ±100 for the full control effect; nearly all actives have a fitted effect of over 60% in size
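Kinase-Glo luciferase light output from ATP and luciferin was measured with 10 uM ATP, within the enzyme's linear range. Buffer: 50 mM imidazole pH 7.2, 50 mM KCl, 7 mM MgCl2, 0.01% Tween 20, 0.05% BSA; luminescence read after 8 min at ambient temperature.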
The depositor's hits bear a star; ? = inconclusive; nt = not tested or not shown; [ ] = another dose, or the depositor's remark. Calls follow the shape of the dose curve; as a rule, active = well fitted curve in the direction sought with a large enough effect; inconclusive = small, poorly fitted or top-dose-only effect, or another doubt; inactive = no such curve, though single readings can be large; an effect the other way counts as inactive or inconclusive. These rows are one share of the data; count on the stated rates, not on these rows.

SMILES	HTT aggregate	Epigenetic derep	L3MBTL1 inh	NPSR antagonist	IMPase Li inh	CBFb RUNX1 block	KinaseGlo FLuc
O=C(NCCc1ccccc1)c1ccc(-c2ccc(F)cc2)o1	9%[9.22 µM]	-1.3%	-29%	-22%	-1%	0%	2%
COC(=O)c1sc2nc(CN3CCN(c4ccc(OC)cc4)CC3)[nH]c(=O)c2c1C	18%	-1.0%	4%	3%	-4%	-3%	1%
O=C1C2C3CC(C(Br)C3Br)C2C(=O)N1c1ccccn1 (stereo unspecified)	-3%	-0.9%	-1%	-5%[46.1 µM]	-8%[38.3 µM]	-2%	-3%
Cc1c(C(=O)NCCSc2ccc(Cl)cc2)cccc1[N+](=O)[O-]	16%	-1.1%	5%	5%	18%	5%	-2%
CCCc1cc2c(cc1NC(=O)c1ccc(C)cc1)OCO2	12%	-4.6%	-5%	-12%[46.1 µM]	-24%[38.3 µM]	6%	-1%
COCCCNc1ncnc2sc3c(c12)CCC(C)C3 (stereo unspecified)	?	-3.7%	0%	-2%[46.1 µM]	14%	12%	-4%
COC(=O)c1cc(OC)c(OC)cc1NC(=O)c1cccnc1	-26%	-1.2%	9%	-7%[46.1 µM]	2%	8%	-3%
CCNC(=O)CCC(N)C(=O)O (stereo unspecified)	nt	-0.5%	nt	nt	6%	nt	-3%
O=C(O)CN1CCN(Cc2ccccc2Cl)C1=O	4%	-2.3%	0%	-14%[46.1 µM]	21%[38.3 µM]	0%	-2%
CC1(OC(=O)c2ccc(Cl)nc2)C(=O)Cc2cc(-c3ccsc3)ncc2C1=O (stereo unspecified)	nt	nt	nt	nt	10%	4%[13.1 µM]	0%[7.66 µM]
O=c1[nH]c2ccccc2nc1/C=C/c1ccc(O)cc1	-3%[9.22 µM]	5.3%	10%	29%	2%	8%	-7%
CC(C)C(OC(=O)c1cccc(S(=O)(=O)NCC(F)(F)F)c1)C(=O)NC(N)=O (stereo unspecified)	-5%	-6.4%	-12%	14%	-3%	-1%	3%
COc1ccc(NC(=O)c2cc3c(=O)n(C)c4ccccc4c3n2C)cc1Cl	-8%[9.22 µM]	1.1%	nt	-38%	nt	4%	nt
Cc1ccc(C2C3=C(CCCC3=O)Nc3nc(SCC(=O)NCc4ccco4)[nH]c(=O)c32)cc1 (stereo unspecified)	12%	-1.1%	-6%	-9%[46.1 µM]	-13%[38.3 µM]	-8%	-3%
COc1ccc(C)cc1S(=O)(=O)N1CCC(C)CC1	5%	0.3%	9%	-17%[46.1 µM]	-2%[38.3 µM]	9%	0%
COCCNC(=O)c1onc(CSc2cccc(OC)c2)c1C(=O)O	8%	-1.2%	7%	-11%[46.1 µM]	2%[38.3 µM]	2%	0%
COC(=O)c1[nH]c(C)c(/C(O)=C2\C(=O)C(=O)N(CCN3CCOCC3)C2c2cccs2)c1C (stereo unspecified)	2%	-3.4%	6%	-8%[46.1 µM]	nt	4%	nt
CC(=O)c1cc2c(cc1NC(=O)Nc1cccc(Cl)c1)OCCO2	-18%	-0.8%	13%	-5%[46.1 µM]	11%[38.3 µM]	11%	4%
COc1cccc(C(=O)NCC(=O)OCC(=O)Nc2cc(OC)c([N+](=O)[O-])cc2C)c1	?	0.9%	-6%	0%[46.1 µM]	nt	-8%	nt
CCOc1cc(/C=N\NC(=O)c2ccc(NC(=O)C(C)(C)C)cc2)ccc1OC(=O)c1ccc(OC)cc1	-1%	0.0%	nt	-5%[46.1 µM]	-3%[38.3 µM]	4%	-3%
CC(=O)Nc1ccc(Nc2nc3c(S(=O)(=O)c4ccc(C)c(C)c4)nnn3c3ccccc23)cc1	1%[9.22 µM]	1.3%	0%	-18%	-10%	7%	2%
Nc1nnnn1CC(=O)N/N=C/c1cc([N+](=O)[O-])ccc1Cl	-16%	-0.2%	3%	8%	2%	-13%	0%
CCN1CCN(C(=O)/C=C\C(=O)O)CC1	3%[9.22 µM]	-0.3%	nt	1%[46.1 µM]	17%[38.3 µM]	10%	2%
CCO[C@@H]1OC(C(=O)N2CCOCC2)=C[C@H](C2CCCCC2)[C@H]1CCCO	4%[9.22 µM]	-0.5%	12%	13%	3%	17%	nt
CC(NC(=O)Cn1c(=O)[nH]c2ccsc2c1=O)C12CC3CC(CC(C3)C1)C2 (stereo unspecified)	11%	2.9%	nt	-28%[46.1 µM]	-2%[38.3 µM]	0%	-3%
CCN(CC)C(=O)C1CCCN(C(=O)Nc2ccc(NC(=O)N3CCCC(C(=O)N(CC)CC)C3)cc2)C1 (stereo unspecified)	9%	0.8%	nt	2%[46.1 µM]	17%[38.3 µM]	-3%	18%
C/C(=N\NC(N)=O)C1(C)CCCCC1	-14%[9.22 µM]	-5.5%	nt	-1%[46.1 µM]	-8%[38.3 µM]	-4%	1%
CCN(CC)S(=O)(=O)c1cccc(C(=O)Nc2ccc3c(c2)OCO3)c1	-3%[9.22 µM]	0.4%	-14%	10%	17%	-7%	-5%
C=C(C)CNC(=S)N/N=C/c1ccc(NC(C)=O)cc1	-5%	-0.2%	-3%	-19%	0%	7%	0%
COc1ccc(CN(C)CC(=O)Nc2ccc(Cl)cc2C(F)(F)F)c(OC)c1	12%	0.0%	16%	-31%	3%	13%	1%
OCCN(Cc1ccccc1)Cc1ccc(Cl)cc1Cl	-6%	-1.1%	7%	-10%[46.1 µM]	11%[38.3 µM]	3%	-8%
Cc1ccccc1Nc1oc(-c2ccccc2)nc1-c1cccs1	nt	1.1%	nt	nt	21%	6%	-4%
Cn1c(Cc2nc(-c3cnccn3)no2)nnc1SCC(=O)Nc1ccccc1	-6%[9.22 µM]	0.0%	53%[activator]	-10%[7.67 µM]	nt	25%	nt
N#C/C(=C\c1cccc([N+](=O)[O-])c1)C(=O)NCc1ccc(Cl)cc1	8%	?	-5%	-15%	27%	-8%	0%
CCCN1C(=O)/C(=C\C=C2/Sc3ccccc3N2CCO)SC1=S	0%	?	-4%	-31%	6%	-5%	?
COC(=O)c1sccc1NC(=O)c1ccc(C)o1	12%	1.3%	6%	3%[46.1 µM]	8%[38.3 µM]	7%	-1%
Cc1ccc(NC(=O)Cc2nc(CCl)cs2)cc1	0%	2.1%	9%	-2%	-5%	-1%	-4%
S=C1NNC2(CC3CC2C2CCCC32)NN1 (stereo unspecified)	-1%	1.5%	-7%	-9%	3%	-4%	4%
O=C(Nc1ccccc1N1CCN(C(=O)c2ccc(Cl)cc2)CC1)c1cccnc1	3%	-1.0%	nt	-24%[46.1 µM]	26%[38.3 µM]	-4%	-6%
Cc1cc(C(=O)OCC(=O)Nc2ccccc2[N+](=O)[O-])c2ccccc2n1	17%	1.0%	-2%	5%	-7%	2%	1%

Next section, overlapping the part above by 3 compounds.
SMILES	HTT aggregate	Epigenetic derep	L3MBTL1 inh	NPSR antagonist	IMPase Li inh	CBFb RUNX1 block	KinaseGlo FLuc
S=C1NNC2(CC3CC2C2CCCC32)NN1 (stereo unspecified)	-1%	1.5%	-7%	-9%	3%	-4%	4%
O=C(Nc1ccccc1N1CCN(C(=O)c2ccc(Cl)cc2)CC1)c1cccnc1	3%	-1.0%	nt	-24%[46.1 µM]	26%[38.3 µM]	-4%	-6%
Cc1cc(C(=O)OCC(=O)Nc2ccccc2[N+](=O)[O-])c2ccccc2n1	17%	1.0%	-2%	5%	-7%	2%	1%
C=CCNC(=O)c1ccccc1NC(=O)Cc1ccccc1[N+](=O)[O-]	-7%	0.0%	-7%	10%[46.1 µM]	nt	7%	nt
c1ccc(-c2ccc(SCc3cccnc3)nn2)nc1	?	2.5%	nt	14%	0%	nt	-6%
CN1CCC(C2(O)c3ccccc3CSc3sccc32)CC1 (stereo unspecified)	3%	-0.8%	?	-10%[46.1 µM]	2%	-7%	3%
COc1ccc(N(CC(=O)N/N=C/c2ccco2)S(=O)(=O)c2ccccc2)cc1	8%	0.0%	?	-10%[46.1 µM]	-2%	0%	3%
O=c1[nH]ncc(N/N=C\c2ccncc2)c1Cl	14%	-4.8%	8%	5%	3%	0%	0%
COc1ccc(C(C(=O)NCC2CCCO2)N(C(=O)CNC(=O)c2cccs2)c2ccccc2C)cc1OC (stereo unspecified)	5%[9.22 µM]	1.7%	3%	3%	8%	0%	0%
CC(Cc1ccccc1)NC(=O)c1cc([N+](=O)[O-])ccc1Cl (stereo unspecified)	3%[9.22 µM]	-1.4%	-11%	14%[7.67 µM]	nt	0%	nt
Oc1ccc(C2CNCc3sccc32)cc1O (stereo unspecified)	nt	4.6%	-2%	-3%[46.1 µM]	13%	19%	-2%
COC(=O)CNC(=O)c1ccc(C)s1	-1%	-0.9%	nt	-9%[46.1 µM]	11%[38.3 µM]	0%	-5%
Cc1cc(NC(=O)CSc2nnc(-c3ccccc3)n2C)no1	-10%[9.22 µM]	-1.2%	-1%	-17%	-3%	5%	-1%
CC(=O)Nc1ccc2c(c1)CCC2=O	-7%	0.0%	-1%	-1%[46.1 µM]	11%[38.3 µM]	2%	-2%
Cc1cc(C)n(CC(=O)n2c3ccccc3c3ccccc32)n1	0%	0.0%	5%	8%[46.1 µM]	-15%[38.3 µM]	0%	-5%
CNC(=O)CN(c1cc(C)ccc1OC)S(=O)(=O)c1ccc(C)cc1	0%	0.0%	1%	-10%[46.1 µM]	11%[38.3 µM]	3%	-1%
COc1ccc(-c2nnn(CC(=O)N(Cc3cccs3)C(C)C(=O)NC3CCCC3)n2)cc1OC (stereo unspecified)	25%	2.0%	-7%	-21%[46.1 µM]	17%[38.3 µM]	6%	-1%
O=C(c1cc(=O)c2ccccc2o1)N1CCCc2ccccc21	-2%	0.0%	2%	1%[46.1 µM]	22%[38.3 µM]	6%	10%
C/C=C(\C)CN1CCN(c2ccccc2)CC1	4%[9.22 µM]	-2.7%	nt	-3%[46.1 µM]	-11%[38.3 µM]	-2%	0%
CN(C)CCCN(C(=O)c1ccco1)c1nc2c(F)cccc2s1	13%	-2.7%	9%	14%	11%	12%	0%
CC(Nc1cccc2ccccc12)C(=O)N/N=C/c1ccc([N+](=O)[O-])cc1 (stereo unspecified)	?	2.0%	-27%	-14%	2%	2%	1%
CCn1c(C)csc1=NC(=O)c1ccccc1O	-32%	-1.0%	34%[activator][11.4 µM]	?	?	5%	-14%

Screens: PubChem, National Center for Advancing Translational Sciences (NCATS)
